CXCR6 block – CXCR6 receptor inhibitors, primary screen, cell-based, beta-arrestin, luminescence, CHO-K1 PathHunter, 1536-well; AID 602244, 2012; actives 0.36% (n = 360,000); inhibition, % at 20 µM; C-X-C chemokine receptor type 6 (Homo sapiens), O00574; in the data active = inhibition above about 34%, passing the limit was not always enough;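 note: antagonist mode with CXCL16 agonist at 10 nM final; 0% = 10 nM CXCL16 with DMSO and 100% = unstimulated wells without agonist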
Target sequence (O00574 whole entry, looked up): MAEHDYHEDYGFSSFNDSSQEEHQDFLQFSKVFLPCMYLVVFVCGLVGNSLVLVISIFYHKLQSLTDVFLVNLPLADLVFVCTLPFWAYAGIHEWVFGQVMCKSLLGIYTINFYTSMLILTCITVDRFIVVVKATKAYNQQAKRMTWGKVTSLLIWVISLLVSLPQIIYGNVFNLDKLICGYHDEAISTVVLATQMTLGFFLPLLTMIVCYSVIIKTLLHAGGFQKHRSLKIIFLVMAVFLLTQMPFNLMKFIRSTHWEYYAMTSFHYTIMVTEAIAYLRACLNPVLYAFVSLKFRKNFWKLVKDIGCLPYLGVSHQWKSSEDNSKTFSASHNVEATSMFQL
Gli-Sufu antag – Gli-Sufu pathway antagonists, primary screen, luciferase luminescence, Sufu-KO-LIGHT cells, uHTS. inhibition, % at 5 µM. Sufu-KO-LIGHT fibroblasts, Gli luciferase reporter luminescence. AID 588413, 2011. actives 0.74% (n = 340,000);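 active = inhibition above about 55%, limit read from the data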;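 note: 0% = DMSO-treated cells and 100% = wells with medium but no cells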
CCR6 antagonist – CCR6 receptor antagonists, primary screen, cell-based, CHO-K1, luminescence, beta-arrestin, uHTS; C-C chemokine receptor type 6 (Homo sapiens), P51684; CHO-K1 CCR6 PathHunter beta-arrestin, CCL20-stimulated; inhibition, % at 20 µM; actives 0.49% (n = 340,000); AID 493098, 2011;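 active = compounds whose inhibition of the agonist-driven luminescence signal at 20 µM reaches about 50%, limit read from the data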;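 note: cells stimulated with CCL20 at 14 nM final; plate controls were DMSO with CCL20 for no effect and DMSO without agonist for full effect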
NR3A LBD binder – binders of NR3A ligand-binding domain, primary screen, biophysical, differential scanning fluorimetry, uHTS; NR3A LBD differential scanning fluorimetry, Tm shift; 0% = protein alone, 100% = glycine-bound protein; Tm shift relative to glycine control, % at 25 µM; actives 2.5% (n = 340,000); AID 1259313, 2017;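 active = melting temperature shift of at least 10% of the positive control shift, at one fixed dose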
EBI2 antag – EBI2 receptor antagonists, beta-arrestin recruitment, primary screen, cell-based, luminescence, 7a,25-OHC stimulation, uHTS; 7a,25-OHC stimulated; inhibition, % at 5 µM; actives 0.81% (n = 360,000); AID 651636, 2012; in the data active = inhibition above about 38%;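 note: enzyme fragment complementation signal reports receptor beta-arrestin coupling in cells; 0% = agonist plus DMSO wells and 100% = wells without agonist; some results beyond the cut were filed as inactive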
Target sequence (P32249 whole entry, looked up, the tested form may be a part): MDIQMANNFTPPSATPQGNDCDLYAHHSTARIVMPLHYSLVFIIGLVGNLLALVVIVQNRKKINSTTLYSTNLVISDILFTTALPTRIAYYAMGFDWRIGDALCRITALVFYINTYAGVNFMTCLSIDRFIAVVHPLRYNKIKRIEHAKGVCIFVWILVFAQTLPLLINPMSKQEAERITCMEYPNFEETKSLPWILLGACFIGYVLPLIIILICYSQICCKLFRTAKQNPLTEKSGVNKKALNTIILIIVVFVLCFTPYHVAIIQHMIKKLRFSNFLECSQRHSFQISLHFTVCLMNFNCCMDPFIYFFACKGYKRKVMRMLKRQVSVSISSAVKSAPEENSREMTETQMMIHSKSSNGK
APOBEC3G inh – APOBEC3G DNA deaminase inhibitors, primary screen, biochemical, fluorescence, single-stranded DNA substrate, uHTS; DNA dC->dU-editing enzyme APOBEC-3G (Homo sapiens), Q9HC16; recombinant A3G, ssDNA deamination FAM/TAMRA fluorescence; inhibition, % at 20 µM; actives 0.28% (n = 330,000); AID 493012, 2011;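 active = inhibition of at least 40% at 20 µM, with no more than 30% in the related APOBEC3A deaminase screen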;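 note: plate controls were DMSO wells with A3G for no effect and wells lacking A3G enzyme for full effect; some compounds called inactive have numbers as strong as hits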
Target sequence (Q9HC16 whole entry, looked up): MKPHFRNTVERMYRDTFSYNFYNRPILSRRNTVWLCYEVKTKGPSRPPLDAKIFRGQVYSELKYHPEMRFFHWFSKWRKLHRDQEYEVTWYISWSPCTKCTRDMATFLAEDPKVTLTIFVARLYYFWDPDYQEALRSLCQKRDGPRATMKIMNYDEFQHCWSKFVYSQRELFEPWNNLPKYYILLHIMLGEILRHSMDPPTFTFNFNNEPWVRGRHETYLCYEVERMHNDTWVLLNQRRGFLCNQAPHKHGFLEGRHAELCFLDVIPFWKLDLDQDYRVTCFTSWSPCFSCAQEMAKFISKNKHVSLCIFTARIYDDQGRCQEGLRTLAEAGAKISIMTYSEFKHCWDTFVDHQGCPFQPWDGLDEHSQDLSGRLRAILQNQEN
MPTP block – mitochondrial permeability transition pore inhibitors, primary screen, biochemical, isolated mouse mitochondria, absorbance | AID 602449, 2012 | Ca2+ swelling absorbance, 30 min | inhibition, % at 10 µM | actives 1.4% (n = 360,000);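 active = inhibition of 50% or more, scaled per plate between neutral and stimulator controls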;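 note: 0% = DMSO wells given calcium and 100% = 1 mM EGTA wells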
APOBEC3A inh – APOBEC3A ssDNA deaminase inhibitors, primary screen, selectivity assay for APOBEC3G inhibitor project, biochemical, FAM/TAMRA oligo cleavage fluorescence; AID 493011, 2011; DNA dC->dU-editing enzyme APOBEC-3A (Homo sapiens), P31941; recombinant A3A, FAM/TAMRA ssDNA deamination fluorescence; actives 0.41% (n = 330,000); inhibition, % at 20 µM;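 active = at least 40% inhibition at 20 µM here, with at most 30% in a related deaminase screen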;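 note: plate controls were A3A with DMSO for no effect and wells lacking A3A enzyme for full effect; some results filed as inactive read as strong as hits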
* marks the source's active call; other numbers are inactive results; . = not tested or not shown.

SMILES	CXCR6 block	Gli-Sufu antag	CCR6 antagonist	NR3A LBD binder	EBI2 antag	APOBEC3G inh	MPTP block	APOBEC3A inh
COc1ccccc1NC(=O)C(=O)NNC(=O)c1ccco1	12	-5	-24	-1	4	-4	-0.7	-1
COCC(=O)OCC(=O)Nc1cc([N+](=O)[O-])ccc1Cl	-9	-7	10	1	-3	.	-1.0	.
CCN(CC(=O)NCc1cccs1)C(=O)c1ccc(N(C)S(=O)(=O)c2ccc(C)cc2)cc1	-3	-16	10	2	6	.	-0.3	.
O=C(NCCSCc1ccco1)c1ccc(=O)[nH]c1	-7	23	20	1	3	-2	0.3	6
O=C(COC(=O)CCNS(=O)(=O)c1cccc(C(F)(F)F)c1)NC(=O)NC1CCCCC1	-12	-34	-18	-9	-14	-7	61*	-3
CC(C)Cn1c2c(c(O)c(C(=O)Nc3nccs3)c1=O)CCCC2	-1	8	1	-2	9	9	-9.1	-1
Nc1ccc2nc(-c3ccccc3)cnc2c1	-35	-61	-15	-2	-5	-19	1.6	-7
CCN1CCCC1CNC(=O)C1CCN(C(=O)c2cc3sccc3n2Cc2ccc(F)cc2)CC1 (centres undefined)	13	21	15	0	2	-8	-0.3	-1
O=C(CN1CCC(C(=O)c2ccc3c(c2)OCCO3)CC1)NC1CCCC1	-1	-3	4	1	-12	-3	-2.4	-1
COc1ccc(CC(=O)N[C@@H](C)C(=O)N2CCC3(CC2)NCCc2[nH]cnc23)cc1	9	-10	10	-2	1	-6	-3.0	-5
CC(Sc1nnnn1C)C(=O)Nc1ccc2c(c1)OCCO2 (centres undefined)	-5	-9	-1	-2	-14	-4	-0.7	4
COc1ccc(-c2cc(C(=O)Nc3c(C)nn(Cc4ccc(Cl)cc4)c3C)no2)cc1	-5	5	-14	6	1	-3	0.8	-2
O=C(c1cccs1)N1CCc2c([nH]c3ccccc23)C1c1ccccn1 (centres undefined)	4	2	6	1	2	-1	1.0	-2
COc1cc2cc(CN(Cc3cccnc3)C(=O)NCc3ccccc3)c(=O)[nH]c2cc1OC	-38	0	-2	-1	-7	-3	1.0	19
O=C(c1cccc(OC2CCN(Cc3cc(F)cc(F)c3)CC2)c1)N1CCCC1	4	23	20	-1	-11	-5	-0.4	-4
COc1ccc(CNc2cc(C)ccc2C)c(OC)c1OC	-3	-2	14	1	2	-5	1.1	1
COCCC1CCCCN1C(=O)c1ccc2nc(Cc3ccccc3F)oc2c1 (centres undefined)	0	-57	0	0	4	-3	0.4	-1
COC(=O)c1ccc2c(=O)n(CCN3CCOCC3)c(SCC(=O)C(C)(C)C)nc2c1	0	5	13	-3	-1	4	0.3	2
Cc1ccc(-c2c[n+](CC(=O)Nc3ccc(C)cc3C)c3n2CCC3)cc1	-5	-8	19	2	-12	-7	-1.1	0
Cc1c(C(=O)NCCCN2CCOCC2)oc2ccc(S(=O)(=O)N3CCOCC3)cc12	-2	-1	2	0	-15	-5	-1.9	1
COc1ccc(/C=N/NC(=O)c2cccc(NC(=O)c3ccccc3Cl)c2)c(OC)c1	-4	-9	9	-5	-10	0	-1.0	5
CC1(C)CC2CC(C)(CN2C(=O)COC(=O)c2cccnc2Cl)C1 (centres undefined)	1	-5	2	0	7	-9	0.4	-5
Cc1cccc2sc(N(CCN(C)C)C(=O)c3ccc4ccccc4c3)nc12	4	27	16	-3	6	-1	-0.6	-2
CC(NC(=O)COc1ccc(S(=O)(=O)N2CCCC2)cc1)c1ccccc1 (centres undefined)	0	-7	2	0	-1	-6	0.6	-2
NNC(=O)C1SCCN1S(=O)(=O)c1ccc(Cl)cc1 (centres undefined)	-5	5	-2	1	-20	-6	2.0	-3

The list goes on, starting with the last 4 of the part before.
SMILES	CXCR6 block	Gli-Sufu antag	CCR6 antagonist	NR3A LBD binder	EBI2 antag	APOBEC3G inh	MPTP block	APOBEC3A inh
CC1(C)CC2CC(C)(CN2C(=O)COC(=O)c2cccnc2Cl)C1 (centres undefined)	1	-5	2	0	7	-9	0.4	-5
Cc1cccc2sc(N(CCN(C)C)C(=O)c3ccc4ccccc4c3)nc12	4	27	16	-3	6	-1	-0.6	-2
CC(NC(=O)COc1ccc(S(=O)(=O)N2CCCC2)cc1)c1ccccc1 (centres undefined)	0	-7	2	0	-1	-6	0.6	-2
NNC(=O)C1SCCN1S(=O)(=O)c1ccc(Cl)cc1 (centres undefined)	-5	5	-2	1	-20	-6	2.0	-3
O=C1CC(c2ccccc2)c2c(O)cc(O)cc2O1 (centres undefined)	6	-3	-2	0	-10	0	-2.8	1
CCOc1ccccc1NC(=O)COC(=O)Cc1ccc(-c2ccccc2)cc1	7	-2	10	-1	-2	-3	1.2	1
CC1CCCN1CC#CC(O)(c1ccccc1)c1ccccc1 (centres undefined)	-4	-15	5	3	-3	-3	-0.6	-6
C/C=C\C=C/C(=O)Nc1cccc(C2=NOC3(C2)C[C@@H](C(N)=O)N(C(=O)COc2ccc(Cl)cc2)C3)c1 (some centres undefined)	-4	7	3	-3	39	-6	4.4	2
CN(CC(=O)NCCc1ccc(S(N)(=O)=O)cc1)Cc1ccc(Cl)cc1Cl	-9	7	5	-1	14	-7	-0.7	-2
CCC(=S)/C=C1\Sc2ccccc2N1CCCS(=O)(=O)O	11	-1	32	4	-5	8	0.1	5
Cc1cc(NC(=O)C(=O)NCc2cccc(Cl)c2)no1	-2	6	8	0	8	-9	-0.2	-2
C=C1C2(C(=O)NCc3ccco3)CCC(C2)C1(C)C (centres undefined)	-2	-2	-5	0	-1	0	-0.2	0
O=C(CCn1c(=O)[nH]c2ccccc2c1=O)N1CC=C(c2ccccc2)CC1	4	2	1	0	-11	-10	0.7	7
Cc1cc(Cl)ccc1NC(=S)N1CCN(C(=O)c2ccco2)CC1	-3	0	-2	-4	-6	-4	-0.7	-3
CCC(C)(C)n1nnnc1C(c1cc2cc(C)cc(C)c2[nH]c1=O)N1CCCC1 (centres undefined)	-4	4	-1	2	-1	-4	-2.3	0
Cc1ccnc(Nc2nc(-c3ccc(Cl)cc3)cs2)c1	-11	8	-3	-2	22	1	1.3	-6
O=C(CSc1ncnc2sccc12)N1CCN(C(=O)c2cccs2)CC1	-6	-4	2	1	0	-1	-1.9	-2
O=C(NCCC1=CCCCC1)C1CCN(S(=O)(=O)c2cccc3nsnc23)CC1	7	-1	10	1	4	1	1.6	1
CC(=O)NC(C)c1nc2ccccc2n1C(C)C (centres undefined)	3	5	-4	2	-5	-6	2.1	0
Oc1ccc(N2CCN(c3ccnc4cc(Cl)ccc34)CC2)cc1	-9	30	-9	1	15	-3	0.5	-4
CC(=O)c1cccc(N(C(=O)c2ccco2)C(C(=O)NC2CCCC2)c2ccncc2)c1 (centres undefined)	-1	-39	-12	-1	-4	-4	2.0	-3
O=C(COCC(=O)NCc1ccccc1)NCc1ccccc1	1	-4	3	0	0	-12	-2.6	-6
CCN1C(=O)N[C@H](c2ccc(Br)cc2)C(C(=O)OC)=C1C	5	1	3	-1	-9	-8	3.3	3
CCCNC(=S)N1CCC(C(=O)c2ccc3c(c2)OCCO3)CC1	-4	6	-3	10	-1	-8	3.9	-2
COc1cc(CN2CCN(c3ccc(C)cc3)CC2)cc([N+](=O)[O-])c1O	.	8	7	1	.	-5	.	-1
Cc1ccc(NC(=O)c2cc3c(CO)cnc(C)c3oc2=Nc2cccc(C(N)=O)c2)cc1	3	0	8	-1	8	-4	1.7	-1
CCCCC(=O)N1CCN(c2nc3ccc(F)cc3s2)CC1	-2	-51	3	2	1	0	0.2	1
C[C@]12C=CC(=O)C=C1CC[C@@H]1C2[C@@H](O)C[C@@]2(C)C1CC[C@]2(O)C(=O)COC(=O)CCC(=O)O (some centres undefined)	-9	24	2	-4	-10	-2	-0.8	0
O=Cc1c(Sc2ccccn2)nc2ccccn2c1=O	-2	-15	-2	-1	-2	-7	0.9	-5

With a hit mark in MPTP block, among the entries above:
molecule | CXCR6 block | CCR6 antagonist | NR3A LBD binder | EBI2 antag | APOBEC3G inh | MPTP block | APOBEC3A inh
O=C(COC(=O)CCNS(=O)(=O)c1cccc(C(F)(F)F)c1)NC(=O)NC1CCCCC1 | -12 | -18 | -9 | -14 | -7 | 61* | -3

The results go on:
SMILES	CXCR6 block	Gli-Sufu antag	CCR6 antagonist	NR3A LBD binder	EBI2 antag	APOBEC3G inh	MPTP block	APOBEC3A inh
Cc1ccccc1NS(=O)(=O)c1cc(C(=O)Nc2cccnc2)ccc1C	-1	-4	5	1	5	-3	2.0	0
CCOC(=O)c1[nH]c2cc(OC)c(OC)cc2c1NC(=O)c1ccc2c(c1)OCO2	-2	0	0	4	-6	-4	2.0	0
COc1ccc(CN(CC(=O)NCC2CCCO2)C(=O)CCC(=O)Nc2cc(C)on2)cc1 (centres undefined)	1	-9	-6	1	-5	1	0.4	35
COCc1ccc(CN2CCCC(C(=O)Nc3ccccc3-c3ccc(OC)cc3)C2)o1 (centres undefined)	9	13	18	-1	-3	-7	0.1	-2
Cc1cccc(-c2nnc(SCC(=O)N3CCOCC3)o2)c1	7	8	4	2	-9	-10	0.9	-5
CC1Cc2ccccc2N1C(=S)NC(=O)c1ccc(Cl)cc1Cl (centres undefined)	22	-4	27	-1	3	-2	4.9	0
CCOC(=O)Nc1ccc2c(CN(C)Cc3ccc(F)cc3)cc(=O)oc2c1	-11	-8	-15	14*	25	-3	0.9	2
CCOC(=O)NC(Nc1ccc(OC)cc1)(C(F)(F)F)C(F)(F)F	8	5	4	-6	-13	-7	15	-2
CCOc1cc(-c2ccc(N)c(OCC)c2)ccc1N	0	12	4	-5	-13	-6	-0.2	-1
Cc1ccccc1C(=O)Oc1ccccc1N1C(=O)C2CC=CCC2C1=O (centres undefined)	-6	9	-5	1	-3	1	14	-1
COc1ccc(CCNC(=O)c2ccccc2NC(=O)C2=C(C)OCCS2)cc1OC	4	-10	6	0	-8	20	-0.8	2
O=C(COc1ccc(Br)cc1F)N1CCN(c2ncccn2)CC1	3	-3	1	-1	46*	-7	1.9	1
CCn1c(Cc2ccc(OC)cc2)nnc1SCc1nc2ccccc2c(=O)[nH]1	-7	-7	15	-2	-6	-4	-1.7	0
CCN(CC)C(=O)[C@H]1CC(CC(=O)NCC23CC4CC(CC(C4)C2)C3)C(=O)N2CCc3c([nH]c4ccccc34)[C@]12C (some centres undefined)	7	2	22	0	13	-6	-0.8	-1
C/C(CC(=O)Nc1ccccc1Br)=N\NC(=O)C(=O)N1CCCC1	5	1	-2	1	-5	2	-1.3	1
c1ccc(CNc2nc(-c3ccccc3)nc3ccccc23)cc1	-8	8	6	10*	-21	-7	2.6	-1
CN(C)c1ccc(CNC(=O)C2CCN(S(=O)(=O)c3ccc4c(c3)CCC(=O)N4)CC2)cc1	-3	3	-4	-2	-3	-5	-1.3	-1
Cc1cccc(NC(=O)Cn2c(/C=C/c3ccccc3)nc3ccccc32)c1	8	-28	10	3	14	-6	28	3
COc1ccc(/C=C/C(=O)c2ccc(Cl)s2)cc1O	14	2	27	4	13	-6	7.5	-2
CC(C)(CNC(=O)c1ccc(Cl)c(S(=O)(=O)N2CCc3ccccc3C2)c1)N1CCOCC1	-7	53	10	-1	-5	-5	1.5	1
CSc1cc(-c2ccccc2)n(C)c(=O)c1C#N	0	-4	12	1	-4	3	-0.3	-1
